C8 TRAIL sens: caspase-8 TRAIL sensitization; 360,000 tested, 1% active; inhibition (viability loss, TRAIL sensitization), % at 10 µM; NB7+C8 cells + TRAIL, ATPlite viability luminescence;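 active means compounds causing at least 50% loss of cell viability in the single-dose screen, relative to plate controls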
NOD2 RIPK2 PPI: NOD2-RIPK2 protein interaction inhibition. inhibition, % at 4.98 µM. O43353. 360,000 tested, 0.38% active. CHO BLA complementation NOD2-RIPK2, CCF4 ratio; in the data active means inhibition above about 21%;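 further: 0% = vehicle only and 100% = reference blocker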
Target sequence (O43353 whole entry, looked up): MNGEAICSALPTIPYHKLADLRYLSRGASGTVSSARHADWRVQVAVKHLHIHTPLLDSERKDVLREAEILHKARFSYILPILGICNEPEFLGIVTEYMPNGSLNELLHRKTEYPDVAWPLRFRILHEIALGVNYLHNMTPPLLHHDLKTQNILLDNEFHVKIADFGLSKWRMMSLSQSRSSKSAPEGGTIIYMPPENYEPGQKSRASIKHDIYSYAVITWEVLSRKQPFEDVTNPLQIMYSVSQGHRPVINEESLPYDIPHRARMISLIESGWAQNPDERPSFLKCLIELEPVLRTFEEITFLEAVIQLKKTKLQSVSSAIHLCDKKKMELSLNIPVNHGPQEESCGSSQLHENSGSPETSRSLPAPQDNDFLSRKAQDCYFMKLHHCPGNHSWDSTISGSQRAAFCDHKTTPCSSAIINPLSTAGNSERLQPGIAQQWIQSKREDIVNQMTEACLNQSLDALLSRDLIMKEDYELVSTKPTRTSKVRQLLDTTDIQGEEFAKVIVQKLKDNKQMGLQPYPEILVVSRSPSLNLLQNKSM
TLR9-MyD88 block: blocks human TLR9 binding to MyD88; CHO BLA complementation TLR9-MyD88, CCF4 FRET ratio; 340,000 tested, 0.21% active; inhibition, % at 4.98 µM;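 active means inhibition above the mean over all tested compounds plus 3 SD, cut at about 21% in these data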;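 further: 0% = DMSO only wells and 100% = clavulanate BLA inhibitor control wells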
Vif inh: inhibitors of HIV Vif; HEK293T cells, Vif self-association by quenched fluorescence, imaging, 24 h; inhibition, % at 7.49 µM; 340,000 tested, 0.35% active; AID 602346; in the data active means inhibition above about 50%, passing the limit was not always enough; further: some results filed as inactive read as strong as hits
TROY NFkB inh: inhibitors of TROY-dependent NF-kB signaling | 360,000 tested, 0.98% active | Q293 LMP1-TROYcd NF-kB luciferase reporter, 4 h | AID 1347056 | inhibition, % at 10 µM;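 active means compounds whose plate-normalised and pattern-corrected inhibition of the luciferase reporter signal at the single screening dose is 50% or more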
NCOA2 inhibitor: inhibits human steroid receptor coactivator 2; Q15596; HEK293 GAL4-SRC2 luciferase reporter, luminescence; inhibition, % at 9 µM; 370,000 tested, 0.17% active; AID 651957;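 active means inhibition above the mean inhibition of all tested compounds plus 3 SD, set per campaign, cut at about 52% in these data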;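 further: 0% = DMSO treated cells and 100% = cells given Gossypol at 36 µM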
SRC1 inh: inhibitors of human steroid receptor coactivator 1 (SRC1); 360,000 tested, 0.12% active; inhibition, % at 3.6 µM; HEK293 GAL4-SRC1 luciferase reporter, luminescence; Q15788;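 active means inhibition above the campaign mean plus 3 SD, with each screening campaign given its own cutoff, cut at about 60% in these data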;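 further: 0% = DMSO treated cells and 100% = gossypol at 36 µM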
LRH-1 inv ag: suppresses constitutive activity of human LRH-1; 360,000 tested, 0.13% active; HEK293T StAR-luciferase reporter, LRH-1 transfected, 24 h; O00482; inhibition, % at 3.6 µM; AID 602396;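 active means inhibition above the mean inhibition of all tested compounds plus 3 SD, cut at about 73% in these data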;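 further: 0% = DMSO wells and 100% = reporter-only cells lacking LRH-1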
SRC3 inh: inhibitors of human steroid receptor coactivator 3 (SRC3). HEK293 GAL4-SRC3 luciferase reporter, luminescence. inhibition, % at 3.6 µM. 360,000 tested, 0.17% active;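 active means inhibition above a per-campaign cutoff, the mean of all compounds plus 3 SD, cut at about 60% in these data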;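 further: 0% = DMSO-treated cells and 100% = gossypol-treated cells at 36 µM; higher means less SRC3-driven luciferase light from the GAL4 reporter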
NR2F2 inh: inhibitors of human COUP-TFII (NR2F2) | HEK293T NGFI-A luciferase reporter, luminescence | 370,000 tested, 0.7% active | P24468 | AID 686940 | inhibition, % at 8.6 µM;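 active means inhibition above a per-plate cutoff, mean inhibition of test wells between control levels plus 3 SD, cut at about 38% in these data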;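 further: cells cotransfected with COUP-TFII expression vector driving the NGFI-A reporter; 0% = median of COUP-TF2 test wells and 100% = reporter-only cells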
Target sequence (P24468 whole entry, looked up): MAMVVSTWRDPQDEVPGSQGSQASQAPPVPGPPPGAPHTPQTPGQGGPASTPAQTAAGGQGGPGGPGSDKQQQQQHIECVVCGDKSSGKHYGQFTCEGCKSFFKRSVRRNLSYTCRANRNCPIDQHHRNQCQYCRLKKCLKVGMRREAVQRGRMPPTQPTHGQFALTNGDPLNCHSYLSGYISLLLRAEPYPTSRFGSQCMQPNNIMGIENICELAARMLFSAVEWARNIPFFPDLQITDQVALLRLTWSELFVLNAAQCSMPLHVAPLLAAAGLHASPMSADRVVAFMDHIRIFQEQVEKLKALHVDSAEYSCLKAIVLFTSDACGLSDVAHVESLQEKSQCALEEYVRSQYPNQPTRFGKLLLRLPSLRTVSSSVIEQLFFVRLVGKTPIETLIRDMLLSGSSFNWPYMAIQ
LMP1 NFkB inh: Epstein-Barr LMP1 NF-kappaB reporter inhibition. LMP1-induced NF-kappaB luciferase reporter cells, luminescence. inhibition, % at 12.5 µM. 350,000 tested, 0.69% active. AID 504558; in the data active means inhibition above about 41%;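 further: 0% = neutral control wells and 100% = reference inhibitor control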
* hit, by the source's call.

Results for CCCCCCCCS(=O)C1CS(=O)(=O)CC1O (stereo unspecified) ?
C8 TRAIL sens: 2; NOD2 RIPK2 PPI: -4; TLR9-MyD88 block: -7; Vif inh: 7; TROY NFkB inh: -16; NCOA2 inhibitor: -43; SRC1 inh: 10; LRH-1 inv ag: 13; SRC3 inh: 19; NR2F2 inh: 1; LMP1 NFkB inh: 0

How did Cc1ccc(S(=O)(=O)NCCC(=O)NCCc2ccc(S(N)(=O)=O)cc2)cc1C do in these assays?
C8 TRAIL sens: -19; NOD2 RIPK2 PPI: -9; TLR9-MyD88 block: 3; Vif inh: -4; TROY NFkB inh: -6; NCOA2 inhibitor: 13; SRC1 inh: -14; LRH-1 inv ag: -28; SRC3 inh: 14; NR2F2 inh: 5; LMP1 NFkB inh: -6

Results for NS(=O)(=O)c1ccc(CCNCc2ccccc2OCc2ccc(F)cc2)cc1 ?
C8 TRAIL sens: -1; NOD2 RIPK2 PPI: -8; TLR9-MyD88 block: 3; Vif inh: -7; TROY NFkB inh: 3; NCOA2 inhibitor: 7; SRC1 inh: 3; LRH-1 inv ag: 16; SRC3 inh: 21; NR2F2 inh: 21; LMP1 NFkB inh: 8

How did CCOc1ccc(NC(=O)c2cc(OC)nc3ccccc23)cc1 do in these assays?
C8 TRAIL sens: 15; NOD2 RIPK2 PPI: 12; TLR9-MyD88 block: 5; Vif inh: 18; TROY NFkB inh: 22; NCOA2 inhibitor: -23; SRC1 inh: 3; LRH-1 inv ag: 20; SRC3 inh: 3; NR2F2 inh: -20; LMP1 NFkB inh: 8

Results for COc1n[nH]c(C(=O)Nc2cc(Cl)ccc2Cl)c1[N+](=O)[O-] ?
C8 TRAIL sens: 14; NOD2 RIPK2 PPI: -5; TLR9-MyD88 block: 1; Vif inh: -1; TROY NFkB inh: 40; NCOA2 inhibitor: 4; SRC1 inh: -12; LRH-1 inv ag: 4; SRC3 inh: -3; NR2F2 inh: -10; LMP1 NFkB inh: -2

How did COc1ccc(CC(=O)NCCCSc2ccccc2)cc1OC do in these assays?
C8 TRAIL sens: -7; NOD2 RIPK2 PPI: -2; TLR9-MyD88 block: 6; Vif inh: 0; TROY NFkB inh: 18; NCOA2 inhibitor: -15; SRC1 inh: 9; LRH-1 inv ag: -18; SRC3 inh: 20; NR2F2 inh: 5; LMP1 NFkB inh: -30

Results for Cc1ccc(C(=O)Nc2ccccc2C(=O)N2CCOCC2)cc1[N+](=O)[O-] ?
C8 TRAIL sens: -1; NOD2 RIPK2 PPI: -8; TLR9-MyD88 block: 12; Vif inh: 4; TROY NFkB inh: -50; NCOA2 inhibitor: -19; SRC1 inh: -3; LRH-1 inv ag: -8; SRC3 inh: 6; NR2F2 inh: -1; LMP1 NFkB inh: -11

Results for O=C1N[C@@H](c2ccccc2)COC(=O)[C@@H](Cc2ccc(F)cc2)C/C=C\C[C@@H]1CC(=O)N(CCO)Cc1ccccc1 ?
C8 TRAIL sens: -4; NOD2 RIPK2 PPI: 4; TLR9-MyD88 block: 2; Vif inh: -9; TROY NFkB inh: 9; NCOA2 inhibitor: 7; SRC1 inh: -9; LRH-1 inv ag: -19; SRC3 inh: -36; NR2F2 inh: 5; LMP1 NFkB inh: 4

How did CCN1CCN(c2cc(C)c3cc(NC(=S)N4CCOCC4)ccc3n2)CC1 do in these assays?
C8 TRAIL sens: -4; NOD2 RIPK2 PPI: 2; TLR9-MyD88 block: 4; Vif inh: -3; TROY NFkB inh: -24; NCOA2 inhibitor: -29; SRC1 inh: -4; LRH-1 inv ag: -1; SRC3 inh: 7; NR2F2 inh: 2; LMP1 NFkB inh: -4

How did COc1ccc(-c2csc(C(NC(C)=O)c3ccc(F)c(F)c3)n2)cn1 (stereo unspecified) do in these assays?
C8 TRAIL sens: -7; NOD2 RIPK2 PPI: -1; Vif inh: 2; TROY NFkB inh: -3; NCOA2 inhibitor: -30; SRC1 inh: 3; LRH-1 inv ag: 16; SRC3 inh: 5; NR2F2 inh: 0

How did Cc1ccccc1OCCC(=O)Nc1ccccc1C(=O)N1CCCCC1 do in these assays?
C8 TRAIL sens: -3; NOD2 RIPK2 PPI: 2; TLR9-MyD88 block: -1; Vif inh: -5; TROY NFkB inh: 8; NCOA2 inhibitor: -5; SRC1 inh: 3; LRH-1 inv ag: -6; SRC3 inh: 0; NR2F2 inh: 5; LMP1 NFkB inh: -4

How did CCOC(=O)C(C(=O)Nc1nc2ccccc2s1)C1CCCCC1 (stereo unspecified) do in these assays?
C8 TRAIL sens: 32; NOD2 RIPK2 PPI: 8; TLR9-MyD88 block: 1; Vif inh: -3; TROY NFkB inh: -10; NCOA2 inhibitor: -3; SRC1 inh: -10; LRH-1 inv ag: 10; SRC3 inh: 15; NR2F2 inh: -1; LMP1 NFkB inh: 35

How did CCc1ccc(C(=O)N2CCN(c3ccc(NC(=O)c4cccnc4)cc3)CC2)cc1 do in these assays?
C8 TRAIL sens: 1; NOD2 RIPK2 PPI: -2; TLR9-MyD88 block: 3; Vif inh: -15; TROY NFkB inh: 18; NCOA2 inhibitor: 46; SRC1 inh: 18; LRH-1 inv ag: 23; SRC3 inh: 25; NR2F2 inh: 15; LMP1 NFkB inh: 8

Results for COc1ccc(S(=O)(=O)N2CCOCC2)cc1NC(=O)Cc1ccc(Cl)c(Cl)c1 ?
C8 TRAIL sens: -7; NOD2 RIPK2 PPI: -15; TLR9-MyD88 block: -6; Vif inh: 1; TROY NFkB inh: -18; NCOA2 inhibitor: 12; SRC1 inh: -4; LRH-1 inv ag: -3; SRC3 inh: -13; NR2F2 inh: 8; LMP1 NFkB inh: -2

What do the screens show for `O=C(NCC1CCCO1)C(=O)NCC1CCCN1S(=O)(=O)c1ccccc1` (stereo unspecified)?
C8 TRAIL sens: -6; NOD2 RIPK2 PPI: 0; TLR9-MyD88 block: 1; Vif inh: -4; TROY NFkB inh: -20; NCOA2 inhibitor: -4; SRC1 inh: -2; LRH-1 inv ag: 4; SRC3 inh: -16; NR2F2 inh: 0; LMP1 NFkB inh: 0

What do the screens show for `CCOC(=O)C(CC)(CCC(=O)O)c1csc(Nc2ccc(C)cc2)n1` (stereo unspecified)?
C8 TRAIL sens: 0; NOD2 RIPK2 PPI: -13; TLR9-MyD88 block: -3; TROY NFkB inh: -4; NCOA2 inhibitor: -19; SRC1 inh: 4; LRH-1 inv ag: 9; SRC3 inh: 1; NR2F2 inh: 0; LMP1 NFkB inh: -4

Results for CN(C)c1ccc(/C=N/NC(=O)C(=O)N2CCCCCC2)cc1 ?
C8 TRAIL sens: -15; NOD2 RIPK2 PPI: 1; TLR9-MyD88 block: 1; Vif inh: -5; TROY NFkB inh: -31; NCOA2 inhibitor: -26; SRC1 inh: -18; LRH-1 inv ag: -22; SRC3 inh: -18; NR2F2 inh: 11; LMP1 NFkB inh: 1

What do the screens show for `CN(C)CCNc1ncnc2c1ncn2[C@H]1CN(Cc2cccs2)C[C@@H](CO)O1`?
C8 TRAIL sens: -9; NOD2 RIPK2 PPI: -19; Vif inh: -2; TROY NFkB inh: 1; NCOA2 inhibitor: -5; SRC1 inh: 2; LRH-1 inv ag: 2; SRC3 inh: -20; NR2F2 inh: -15

How did O=C(NCc1ccco1)c1cccc(F)c1 do in these assays?
C8 TRAIL sens: -13; NOD2 RIPK2 PPI: -1; TLR9-MyD88 block: -5; Vif inh: 8; TROY NFkB inh: -8; NCOA2 inhibitor: 16; SRC1 inh: 17; LRH-1 inv ag: 4; SRC3 inh: 11; NR2F2 inh: -11; LMP1 NFkB inh: -1

Results for CCOC(=O)c1ccc(S(=O)(=O)N2CCN(CC(O)COc3ccc(C#N)cc3)CC2)cc1 (stereo unspecified) ?
C8 TRAIL sens: 3; NOD2 RIPK2 PPI: 2; TLR9-MyD88 block: -1; Vif inh: -2; TROY NFkB inh: -12; NCOA2 inhibitor: -19; SRC1 inh: -22; LRH-1 inv ag: 6; SRC3 inh: 2; NR2F2 inh: -7; LMP1 NFkB inh: 8

How did CC(CC(c1ccccc1)N1CCc2ccccc2C1)=NO (stereo unspecified) do in these assays?
C8 TRAIL sens: 5; NOD2 RIPK2 PPI: 4; TLR9-MyD88 block: 4; Vif inh: -4; TROY NFkB inh: 2; NCOA2 inhibitor: 1; SRC1 inh: 4; LRH-1 inv ag: 1; SRC3 inh: -3; NR2F2 inh: 6; LMP1 NFkB inh: -2

How did Cc1ccc(N2CC3=C(C2=O)C(c2ccccc2)NC(=O)N3C)cc1 (stereo unspecified) do in these assays?
C8 TRAIL sens: -1; NOD2 RIPK2 PPI: -10; TLR9-MyD88 block: -4; Vif inh: 7; TROY NFkB inh: 6; NCOA2 inhibitor: 1; SRC1 inh: -6; LRH-1 inv ag: -3; SRC3 inh: 4; NR2F2 inh: 4; LMP1 NFkB inh: -6

Results for CCOC(=O)N1CCC(NS(=O)(=O)c2ccc3c(c2)CCN3C(C)=O)CC1 ?
C8 TRAIL sens: -5; NOD2 RIPK2 PPI: -5; TLR9-MyD88 block: 1; Vif inh: -3; TROY NFkB inh: 12; NCOA2 inhibitor: 11; SRC1 inh: -11; LRH-1 inv ag: 2; SRC3 inh: 14; NR2F2 inh: 10; LMP1 NFkB inh: -1

Results for CCCc1nnc(NC(=O)c2cccnc2)s1 ?
C8 TRAIL sens: -18; NOD2 RIPK2 PPI: -12; Vif inh: 0; TROY NFkB inh: -5; NCOA2 inhibitor: -13; SRC1 inh: -5; LRH-1 inv ag: -1; SRC3 inh: -1; NR2F2 inh: 5

How did CCOc1ccc(C(=O)Nc2ccccc2NC(C)=O)cc1OCC do in these assays?
C8 TRAIL sens: -1; NOD2 RIPK2 PPI: -6; TLR9-MyD88 block: -6; Vif inh: 4; TROY NFkB inh: 2; NCOA2 inhibitor: -13; SRC1 inh: 2; LRH-1 inv ag: 18; SRC3 inh: 8; NR2F2 inh: 0; LMP1 NFkB inh: -2

What do the screens show for `CNS(=O)(=O)c1cccc(C(=O)Nc2cccnc2)c1`?
C8 TRAIL sens: -13; NOD2 RIPK2 PPI: -4; TLR9-MyD88 block: 3; Vif inh: 51*; TROY NFkB inh: -11; NCOA2 inhibitor: 6; SRC1 inh: -8; LRH-1 inv ag: 1; SRC3 inh: 25; NR2F2 inh: -3; LMP1 NFkB inh: 2

What do the screens show for `CC(C)NC(=O)CSc1nnc2sc3ccccc3n12`?
C8 TRAIL sens: 10; NOD2 RIPK2 PPI: -5; TLR9-MyD88 block: 1; Vif inh: 1; TROY NFkB inh: -8; SRC1 inh: -10; LRH-1 inv ag: -16; SRC3 inh: -20; LMP1 NFkB inh: -2

How did Cc1ccc(S(=O)(=O)N2C(=O)CCC2C(=O)O/N=C(\N)c2ccccc2)cc1 (stereo unspecified) do in these assays?
C8 TRAIL sens: 30; NOD2 RIPK2 PPI: 4; TLR9-MyD88 block: 6; Vif inh: 1; TROY NFkB inh: -17; NCOA2 inhibitor: -1; SRC1 inh: 1; LRH-1 inv ag: 0; SRC3 inh: 3; NR2F2 inh: -18; LMP1 NFkB inh: 0

Only part of the results is shown, so the mix of outcomes need not match the whole.
